Compound activity: PubChem BioAssay, National Center for Advancing Translational Sciences (NCATS)
NIH3T3 tox = cytotoxic compounds in NIH 3T3 cells | AID 1345082 | Potency, µM (top dose mostly 96.7 µM), inactives show at the top dose activity change, negative = cytotoxicity, hits mostly inhibitors | NIH 3T3 viability, CellTiter-Glo ATP luminescence, 48-72 h | 4.3% of 94,000 active; further: potency means the concentration at half of the fitted maximal effect; nearly all actives have a fitted effect of over 55% in size
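Cytotoxicity is measured as loss of cellular ATP: NIH 3T3 cells (400/well) are exposed to compound for 48 or 72 hr at 37 °C, then CellTiter-Glo luminescence is imaged after 10 min at room temperature.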
Luciferase inh = inhibitors of firefly (Photinus pyralis) luciferase | P08659 | purified P. pyralis luciferase, luminescence, biochemical | Potency, µM (highest dose often 115 µM), for inactives: at the top dose activity change, negative = inhibition, most hits filed as inhibitors | 2.5% of 76,000 active | AID 1347043; further: potency means the concentration at half of the fitted maximal effect; nearly all actives have a fitted effect of over 65% in size
Target sequence (P08659 whole entry, looked up): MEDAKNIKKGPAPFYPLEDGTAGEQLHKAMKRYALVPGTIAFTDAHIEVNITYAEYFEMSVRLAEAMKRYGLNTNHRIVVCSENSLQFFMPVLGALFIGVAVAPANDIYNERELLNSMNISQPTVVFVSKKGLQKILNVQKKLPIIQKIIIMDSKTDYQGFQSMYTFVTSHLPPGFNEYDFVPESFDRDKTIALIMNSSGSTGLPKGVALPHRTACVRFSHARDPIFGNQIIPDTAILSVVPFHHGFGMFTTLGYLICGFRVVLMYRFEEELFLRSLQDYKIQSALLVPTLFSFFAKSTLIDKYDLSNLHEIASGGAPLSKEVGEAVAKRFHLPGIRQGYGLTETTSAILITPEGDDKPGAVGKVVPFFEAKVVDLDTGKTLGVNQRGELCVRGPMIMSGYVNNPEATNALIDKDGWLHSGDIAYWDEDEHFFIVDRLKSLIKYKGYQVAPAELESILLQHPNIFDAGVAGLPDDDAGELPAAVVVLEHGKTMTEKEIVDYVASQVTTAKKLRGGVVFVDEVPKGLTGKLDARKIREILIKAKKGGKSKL
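Purified 10nM P. pyralis luciferase with 10uM D-luciferin and 10uM ATP in 50mM Tris acetate pH 7.5, 10mM Mg acetate, 0.01% Tween-20, 0.05% BSA. qHTS titration; luminescence read by CCD imager.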
SNCA expr inh = reduces expression of the alpha-synuclein gene. HEK-293 SNCA-luciferase knock-in, luminescence, 24 h. Potency, µM (titrated, usually from 57.2 µM), inactives show at the top dose activity change, negative = inhibition, most hits filed as inhibitors. 0.17% of 140,000 active. AID 1671194;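 further: potency means the concentration at half of the fitted maximal effect; plate controls were DMSO cells for no effect and cell-free wells for full effect; nearly all actives have a fitted effect of over 45% in size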
GPT2 inh = blocks human glutamate pyruvate transaminase 2; Recombinant GPT2, coupled pyruvate oxidase/HRP Amplex Red fluorescence; Potency, µM (highest dose often 57.7 µM), for inactives: at the highest dose activity change, negative = inhibition, usual class: inhibitors; Q8TD30; 0.25% of 100,000 active; AID 1671188; further: potency means the concentration at half of the fitted maximal effect; nearly all actives have a fitted effect of over 60% in size; many of its hits are not listed in these tables
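Fluorescence read-out: pyruvate from GPT2 turnover coupled to pyruvate oxidase, HRP and Amplex Red (0.2mM ThPP, 0.2U/mL PO and HRP, 50uM Amplex final). Substrates 250uM a-KG, 2mM L-alanine; enzyme 10ng/uL; 30 min RT.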
SNCA viab count = cell viability loss counter-screen; HEK-293-SNCA-luc viability, GF-AFC fluorescence, 24 h; Potency, µM (series often up to 57.1 µM), for inactives: at the highest dose activity change, negative = cytotoxicity, most hits filed as cytotoxic; 0.12% of 150,000 active; AID 1671193;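 further: potency means the concentration at half of the fitted maximal effect; 0% = DMSO-treated cells and -100% = medium-only wells without cells; nearly all actives have a fitted effect of over 30% in size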
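HEK-293-SNCA-luc cells (1500/well) plated 24 h, then exposed 24 h to a dilution series; GF-AFC added 30 min at 37C, fluorescence 405/540 nm; normalised to medium-only and DMSO wells, Hill fit.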
HEK293 tox = HEK 293 cell cytotoxicity | HEK 293 viability, ATP luminescence (CellTiter-Glo), 48-72 h | Potency, µM (series often up to 115 µM), inactives show top-dose activity change, negative = cytotoxicity, most hits filed as inhibitors | 6.6% of 94,000 active; further: potency means the concentration at half of the fitted maximal effect; nearly all actives have a fitted effect of over 60% in size
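HEK 293 cells seeded at 250 cells/well were exposed to compound for 48 or 72 hr at 37 degree Celsius. Viability taken as ATP content by CellTiter-Glo luminescence.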
IP6K1 inhibitor = blocks human inositol hexakisphosphate kinase 1 | IP6K1 kinase, ADP-Glo luminescence, 2 h; hits give low values | activity change, % (series mostly up to about 58 µM) | 0.81% of 140,000 active | AID 1645851; in the data active means activity change below about -25%
Target sequence (Q92551 whole entry, looked up): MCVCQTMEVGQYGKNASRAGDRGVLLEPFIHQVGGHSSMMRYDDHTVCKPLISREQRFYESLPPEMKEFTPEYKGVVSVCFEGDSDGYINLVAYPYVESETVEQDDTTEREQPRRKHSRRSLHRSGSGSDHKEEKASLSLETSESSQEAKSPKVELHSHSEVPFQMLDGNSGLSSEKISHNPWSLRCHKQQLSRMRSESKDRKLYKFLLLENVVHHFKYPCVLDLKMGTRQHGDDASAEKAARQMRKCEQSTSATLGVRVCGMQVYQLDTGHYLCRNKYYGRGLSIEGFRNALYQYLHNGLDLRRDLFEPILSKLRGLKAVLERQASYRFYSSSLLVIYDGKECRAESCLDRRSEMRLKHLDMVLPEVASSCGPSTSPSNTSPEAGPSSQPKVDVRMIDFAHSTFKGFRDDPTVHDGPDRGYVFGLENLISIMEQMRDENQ
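ADP-Glo luminescence measures ADP made by human IP6K1 during a 2 h RT reaction with ATP/IP6 (mix at 1.3 mM/130 uM); top library doses 57.5 and 19.1 uM final.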
The depositor's hits bear a star; i = inactive; u = inconclusive; x = not tested or not shown; [ ] = remark or other dose. Unless noted, the call rests on the fitted dose curve; in most records, active means well fitted curve in the direction sought with a large enough effect; inconclusive means small, poorly fitted or top-dose-only effect, or another doubt; inactive means no such curve, though single readings can be large; an effect the other way counts as inactive or inconclusive. Unless noted, on the % scale 0 is the no-effect control and ±100 the full control effect. Not all compounds are listed; rates above refer to the full screens.

[1] CN1Cc2ccc(NCc3ccccc3)nc2C(C)(C(=O)NC2CCC2)C1 (configuration not stated)
[2] Cn1cc(-c2nc(N3CCOCC3)cc3c2CN(CC2CC2)C3=O)cn1
[3] O=C(C1CC(=O)N(c2n[nH]c3ccccc23)C1)N1CCN(CCc2ccccn2)CC1 (configuration not stated)
[4] CSCC(=O)N1CC[C@H](NC(=O)NC2CCCCC2)[C@H]1C(=O)N[C@H](Cc1ccccc1)C(N)=O
[5] CN(Cc1cccnc1)C(=O)CCC[C@H]1NC[C@@H]2C[C@H]1CN(Cc1ccccc1)C2
[6] CCN(CC)C(=O)[C@@H](C)C1CC[C@@]2(C)Cc3sc(Nc4c(Cl)cccc4Cl)nc3[C@@H](C)[C@@H]2[C@H]1O (some centres not stated)

compound no.	1	2	3	4	5	6
NIH3T3 tox	u	10µM*	-6%	-24%	i	u
Luciferase inh	2%[172 µM]	-8%[172 µM]	-6%	-11%	-13%	-22%
SNCA expr inh	-12%[87.6 µM]	15%[87.6 µM]	-8%	7%	-13%	u
GPT2 inh	-2%[88.5 µM]	2%[88.5 µM]	3%	i	-12%	u
SNCA viab count	-29%[87.6 µM]	15%[87.6 µM]	10%	-3%	0%	0%
HEK293 tox	u	-17%[172 µM]	-3%	-18%	5%	u
IP6K1 inhibitor	3	10	15	7	-1	-7

[7] Cc1noc(C)c1[S+](=O)([O-])N1CCN(c2nccc(Nc3ccccc3F)n2)CC1
[8] O=C(Nc1ccc(-c2nnc3n2CCCC3)cc1)c1ccc(Cl)cc1
[9] Cc1ccsc1C(=O)N1CCC(C2CCN(S(C)(=O)=O)CC2)C1 (configuration not stated)
[10] CN(C)[C@@H]1CN(Cc2cccn2C)CC[C@@H]1CNC(=O)C1CC1
[11] COc1ccc(C2Nc3ccccc3-c3nnc(SC)nc3O2)cc1C (configuration not stated)
[12] COc1cc(C(C)=O)ccc1O[C@@H]1O[C@H](CO[C@@H]2O[C@@H](C)[C@H](O)[C@@H](O)[C@H]2O)[C@@H](O)[C@H](O)[C@H]1O

compound no.	7	8	9	10	11	12
NIH3T3 tox	-39%	-21%	-16%	1%	x	x
Luciferase inh	x	-12%	-24%	3%	x	x
SNCA expr inh	9%	12%	35%[activator]	42%[activator]	13%	x
GPT2 inh	i	0%	1%	-2%	x	i
SNCA viab count	-27%[12.5 µM]	-17%	1%[12.5 µM]	-7%[12.5 µM]	-5%	-16%[23.9 µM]
HEK293 tox	u	-21%	i	3%	x	x
IP6K1 inhibitor	-3	-6	-10	11	-22	-3

[13] CCCCn1c(=O)nc2n(-c3ccc(F)cc3)c3ccccc3cc-2c1=O
[14] O[C@@H]1C[C@@H](c2nc(-c3cccnc3)no2)N(Cc2cccs2)C1
[15] O=C(Nc1ccc2c(c1)N(C1CCCC1)C(=O)c1ccccc1S2)c1ccccc1F
[16] Cc1cn(C)c(CC(=O)Nc2ccc(F)cc2Cl)c1C(=O)O
[17] CCN(CC)C(=O)c1cccc2c1CCN2C(=O)Nc1cccc(C)c1
[18] CCc1cccc(NC(=O)N2CCC(OC3CCN(S(C)(=O)=O)CC3)CC2)c1

compound no.	13	14	15	16	17	18
NIH3T3 tox	x	-5%[174 µM]	x	x	u	-33%
Luciferase inh	x	1%[172 µM]	x	x	-31%	0%
SNCA expr inh	-4%	7%[87.6 µM]	27%	-17%	43%[activator]	2%
GPT2 inh	x	-4%[88.5 µM]	x	x	i	i
SNCA viab count	6%	0%[87.6 µM]	9%	3%	-27%	0%
HEK293 tox	x	-11%[172 µM]	x	x	u	-28%
IP6K1 inhibitor	-1	6	47	-13	11	-9

[19] CCCNc1ncnc2c1c(-c1ccccc1)cn2-c1ccccc1
[20] N#Cc1cccc(C(=O)Nc2ccc([C@H]3OCC(=O)N(Cc4ccc(F)cc4)[C@@H]3CO)cc2)c1
[21] Cn1c(=O)oc2cc(S(=O)(=O)N3CCCC(C(=O)N4CCN(c5ccccc5F)CC4)C3)ccc21 (configuration not stated)
[22] CCC(=O)N(C1CCOCC1)C1CCN(Cc2ccc(OC)c(OC)c2)CC1
[23] COc1cc2ncc(-c3ccccc3)nc2cc1OC
[24] CC(=O)c1cc(-c2ccccc2)n(CCC(=O)Nc2nc3c(C)cccc3s2)c1C

compound no.	19	20	21	22	23	24
NIH3T3 tox	x	-29%	x	-19%	x	x
Luciferase inh	x	4%	x	-3%	x	x
SNCA expr inh	-1%	-20%	20%	2%	x	9%
GPT2 inh	x	-6%	x	i	1%	x
SNCA viab count	-5%	0%	13%	14%	-6%	-8%
HEK293 tox	x	u	x	3%	x	x
IP6K1 inhibitor	27	-1	-13	-5	2	7

[25] O=C(NC[C@H]1OC[C@@H](NC2CCC(F)(F)CC2)[C@@H]1O)N1CCOCC1
[26] Cc1ccc(NC(=O)CS(=O)(=O)c2nc(-c3ccc(C)cc3)cn2-c2ccc(C)cc2)cc1
[27] COc1ccc(S(=O)(=O)N2C[C@@H]3C[C@H](C2)c2ccc(NS(=O)(=O)c4cccs4)c(=O)n2C3)cc1
[28] CCCCSCCCNC(=O)C1CCN(Cc2nc(-c3cccc(Br)c3)oc2C)CC1
[29] CC(C)(C)c1cc(C(=O)N2CCCC2)nn2cccc12
[30] CCOc1ccccc1C(=O)N1CCC(c2n[nH]c(=O)n2Cc2ccc(OC)cc2)CC1

compound no.	25	26	27	28	29	30
NIH3T3 tox	2%[174 µM]	x	u	x	28µM*	i
Luciferase inh	-2%[172 µM]	x	4%	x	x	5%
SNCA expr inh	0%[87.6 µM]	58%[activator]	11%	-12%	13%[87.6 µM]	21%
GPT2 inh	3%[88.5 µM]	x	i	x	-3%[88.5 µM]	i
SNCA viab count	-2%[87.6 µM]	-13%	-14%	6%	2%[87.6 µM]	6%
HEK293 tox	-4%[172 µM]	x	-27%	x	u	7%
IP6K1 inhibitor	4	19	1	22	21	3

[31] COc1ccc(F)cc1-c1ccc(CN2CCC(NC(=O)C(C)(C)C)C2)cc1 (configuration not stated)
[32] CCOC(=O)c1c(S(=O)(=O)NCC(=O)Nc2cccc(CC)c2)c(C)n(C)c1C
[33] COc1ccc(F)cc1-c1ccc(CN2CCC(NC(C)=O)C2)cc1 (configuration not stated)
[34] CCc1ccc(NC(=O)CN2C(=O)CCSc3ccc(S(=O)(=O)N4CCCC4)cc32)cc1
[35] O=C(CNC(=O)c1ccc(-c2cccc(C(F)(F)F)c2)cc1)NCc1ccc(F)cc1
[36] CCn1nc(-c2ccccc2)c(-c2ccccc2)c(C(=O)OCCOC)c1=O

compound no.	31	32	33	34	35	36
NIH3T3 tox	u	x	u	x	u	x
Luciferase inh	x	x	x	x	x	x
SNCA expr inh	x	5%	x	-14%	-34%	-8%
GPT2 inh	x	x	x	x	1%	x
SNCA viab count	x	6%	x	-16%	-10%[12.5 µM]	0%
HEK293 tox	u	x	u	x	u	x
IP6K1 inhibitor	1	6	5	6	23	-9

[37] CCn1cc(C(=O)N2CC(=O)N(CCc3ccccc3)CC(OCc3cccc(OC)c3)C2)cn1 (configuration not stated)
[38] Cc1ccccc1-c1nnc(CN2CCN(c3cc(Cl)ccc3C)CC2)o1
[39] Cc1ccccc1N(C)C1CN([S+](=O)([O-])c2cccs2)C1
[40] CCn1cc(-c2ccccc2)cc1C(=O)NCc1ccccn1
[41] O=C1NCCCCCCN(Cc2ccncc2)[C@@H]2CN(Cc3ccncc3)CC[C@H]12
[42] CCOc1cc2c(cc1OCC)C(CC(=O)O)N(C(=O)Nc1ccc(Br)c(C)c1)CC2 (configuration not stated)

compound no.	37	38	39	40	41	42
NIH3T3 tox	-11%	x	u	u	-9%	x
Luciferase inh	3%	x	-1%[172 µM]	-8%	5%	x
SNCA expr inh	-11%	37%[activator]	-7%[87.6 µM]	-12%	-11%	20%
GPT2 inh	i	x	3%[88.5 µM]	i	i	x
SNCA viab count	-16%	6%	-9%[87.6 µM]	10%	-1%	7%
HEK293 tox	-22%	x	79µM*	u	-5%	x
IP6K1 inhibitor	4	8	9	2	14	-2

[43] Cc1cc(=O)n(CC(=O)Nc2ccc(Br)cc2F)c(N(C)Cc2ccccc2)n1
[44] Cc1ccc2nc3n(c2c1)[C@@H](CNC1CCCCC1)COC3
[45] Cc1[nH]cnc1CN1CCN(C2CCCC2)CC(C(=O)O)C1 (configuration not stated)
[46] Cc1cc(C)c(NC(=O)CSc2ccc(-c3sc(-c4ccccc4)nc3C)nn2)c(C)c1
[47] COCCOCC(=O)N1[C@@H]2CC[C@H]1CC(NC(=O)c1ccc(F)cc1)C2 (some centres not stated)
[48] CCn1cc(C(=O)OCC(=O)Nc2cccc(C(C)=O)c2)c(=O)c2ccc(C)nc21

compound no.	43	44	45	46	47	48
NIH3T3 tox	u	u	i	x	-7%	x
Luciferase inh	-8%	1%[172 µM]	-3%	x	-4%	x
SNCA expr inh	u	-25%[87.6 µM]	4%	15%	12%	22%
GPT2 inh	i	-4%[88.5 µM]	1%	x	-24%	x
SNCA viab count	11%	-9%[87.6 µM]	8%	2%	4%	u
HEK293 tox	u	u	-6%	x	-1%	x
IP6K1 inhibitor	30	-1	-17	11	-3	-7

Sorted by heavy-atom count (low to high): eight of the compounds above
[44] Cc1ccc2nc3n(c2c1)[C@@H](CNC1CCCCC1)COC3
[40] CCn1cc(-c2ccccc2)cc1C(=O)NCc1ccccn1
[47] COCCOCC(=O)N1[C@@H]2CC[C@H]1CC(NC(=O)c1ccc(F)cc1)C2 (some centres not stated)
[38] Cc1ccccc1-c1nnc(CN2CCN(c3cc(Cl)ccc3C)CC2)o1
[43] Cc1cc(=O)n(CC(=O)Nc2ccc(Br)cc2F)c(N(C)Cc2ccccc2)n1
[48] CCn1cc(C(=O)OCC(=O)Nc2cccc(C(C)=O)c2)c(=O)c2ccc(C)nc21
[42] CCOc1cc2c(cc1OCC)C(CC(=O)O)N(C(=O)Nc1ccc(Br)c(C)c1)CC2 (configuration not stated)
[46] Cc1cc(C)c(NC(=O)CSc2ccc(-c3sc(-c4ccccc4)nc3C)nn2)c(C)c1

compound no.	44	40	47	38	43	48	42	46
NIH3T3 tox	u	u	-7%	x	u	x	x	x
Luciferase inh	1%[172 µM]	-8%	-4%	x	-8%	x	x	x
SNCA expr inh	-25%[87.6 µM]	-12%	12%	37%[activator]	u	22%	20%	15%
GPT2 inh	-4%[88.5 µM]	i	-24%	x	i	x	x	x
SNCA viab count	-9%[87.6 µM]	10%	4%	6%	11%	u	7%	2%
HEK293 tox	u	u	-1%	x	u	x	x	x
IP6K1 inhibitor	-1	2	-3	8	30	-7	-2	11
